HEK293 tox – qHTS of GLP-1 Receptor Inverse Agonists: Cytotox Screen; 410,000 tested, 0.13% active; HEK293 cAMP-luciferase reporter cells, luminescence, 24 h; AID 624418, 2012; Potency, µM (titrated, usually from 38.3 µM), inactives show at the highest dose activity change, negative = inhibition, actives largely listed as inhibitors;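 further: loss of luciferase light is scored as toxicity; potency means the concentration at half of the fitted maximal effect; on the % scale 0 is the no-effect control and ±100 the full control effect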
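Cells in DMEM/10% Nu serum/1% pen-strep, 1536-well format. Pre-incubated 12 h, dosed with 23 nL compound, incubated a further 24 h. Luciferase detection, 12 min at room temp, luminescence.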
KB-V1 cytotox – qHTS assay for MDR1-selective chemotherapeutics: Primary screen using the drug-selected MDR subline cells KB-V1 | KB-V1 MDR cells viability, CellTiter-Glo, 72 h | Potency, µM (doses to about 46.1 µM), without a hit: at the highest dose activity change, negative = cytotoxicity, hits mostly cytotoxic | 400,000 tested, 3.4% active | AID 1347076, 2019; further: potency means the concentration at half of the fitted maximal effect; on the % scale 0 is the no-effect control and ±100 the full control effect; nearly all actives have a fitted effect of over 60% in size
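KB-V1 cells (P-gp-expressing MDR subline of KB-3-1) in phenol-red-free DMEM with 10% FBS were exposed to library compounds over a concentration series for 72 h at 37 degrees C. Viability read by CellTiter-Glo luminescence; concentration-effect curves fitted after normalization.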
SW480 rereplic – A quantitative high throughput screen for small molecules that induce DNA re-replication in SW480 colon adenocarcinoma cells; Potency, µM (titrated, usually from 46.1 µM), for the others: top-dose re-replication activation, hits mostly activators; 340,000 tested, 1.8% active; AID 624297, 2012; SW480 DNA re-replication, Hoechst DNA content imaging, 48 h; further: potency means the concentration at half of the fitted maximal effect; % of control where 0% means no effect; nearly all actives have a fitted effect of over 55% in size
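Quantitative HTS format with DMSO vehicle controls; 48 hr drug incubation at 37 C, then 40 min Hoechst staining and scanning imager measurement at 405 nm excitation.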
DRD3 agonist – qHTS of D3 Dopamine Receptor Agonist: qHTS; D(3) dopamine receptor (Homo sapiens), P35462; 410,000 tested, 0.58% active; D3R DiscoveRx beta-arrestin cells, luminescence, 90 min; max activation, %; in the data active means max activation above about 30%; further: 0% is about no effect; mostly tested at two doses, the higher about 12 µM
Target sequence (P35462 whole entry, looked up): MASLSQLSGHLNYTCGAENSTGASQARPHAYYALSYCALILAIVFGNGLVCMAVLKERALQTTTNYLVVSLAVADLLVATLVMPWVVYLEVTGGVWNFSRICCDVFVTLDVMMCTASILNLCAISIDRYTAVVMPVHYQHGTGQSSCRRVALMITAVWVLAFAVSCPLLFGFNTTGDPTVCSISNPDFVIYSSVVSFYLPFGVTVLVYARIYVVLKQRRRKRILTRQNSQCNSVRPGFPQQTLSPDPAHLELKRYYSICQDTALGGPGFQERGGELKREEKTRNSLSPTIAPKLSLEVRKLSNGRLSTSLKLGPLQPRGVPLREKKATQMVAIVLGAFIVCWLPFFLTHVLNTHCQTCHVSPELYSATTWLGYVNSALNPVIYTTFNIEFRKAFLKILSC
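Agonist mode: compounds and dopamine controls were applied to plated cells for 90 min at 37 degrees C after an overnight attachment at 1500 cells/well. Luminescent read-out followed 30 - 60 minutes at room temperature with DiscoveRx detection reagent.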
HT1080-NT tox – qHTS for induction of synthetic lethality in tumor cells producing 2HG: qHTS for the HT-1080-NT fibrosarcoma cell line | 360,000 tested, 1.6% active | Potency, µM (titrated, usually from 46.1 µM), without a hit: at the top dose activity, negative = less viability, hits mostly cytotoxic | AID 686970, 2013 | HT-1080-NT fibrosarcoma viability, CellTiter-Glo ATP luminescence, 48 h;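 further: NT is the 2HG producing partner of a matched IDH1 knockdown line; potency means the concentration at half of the fitted maximal effect; 0% = DMSO-treated cells and -100% = media-only wells without cells; nearly all actives have a fitted effect of over 55% in size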
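Viability by CellTiter-Glo luminescence after 48 h compound exposure at 37C of HT-1080-NT cells (750/well, RPMI, 5% FBS). % activity scaled between DMSO wells and medium-only wells, then curve-fitted and categorized by curve class.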
MCF10A rerep – A quantitative high throughput screen for small molecules that induce DNA re-replication in MCF 10a normal breast cells; AID 624296, 2012; Potency, µM (top dose mostly 46.1 µM), without a hit: at the top dose activity, positive = re-replication, most hits filed as activators; 350,000 tested, 2.9% active; MCF 10A DNA re-replication, Hoechst nuclear intensity, 48 h; further: potency means the concentration at half of the fitted maximal effect; % of control where 0% means no effect; nearly all actives have a fitted effect of over 50% in size
KB-3-1 tox – qHTS assay for MDR1-selective chemotherapeutics: Primary screen using the parental adenocarcinoma cell KB-3-1; KB-3-1 viability, CellTiter-Glo ATP luminescence, 72 h; Potency, µM (top dose mostly 46.1 µM), for inactives: at the highest dose activity change, negative = cytotoxic, usual class: cytotoxic; 400,000 tested, 1.4% active; AID 1347075, 2019; further: potency means the concentration at half of the fitted maximal effect; on the % scale 0 is the no-effect control and ±100 the full control effect; nearly all actives have a fitted effect of over 60% in size
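Luminescent ATP read-out (CellTiter-Glo) measures survival of drug-naive KB-3-1 cells after 72 h compound exposure at 37 °C. Titration series was screened from lowest to highest concentration, with DMSO vehicle plates as background controls.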
HT1080 IDH1KD tx – qHTS for induction of synthetic lethality in tumor cells producing 2HG: qHTS for the HT-1080-IDH1KD cell line; HT-1080 IDH1 knockdown viability, ATP luminescence, 48 h; Potency, µM (top dose mostly 46.1 µM), inactives show at the top dose activity, negative = toxicity, most hits filed as cytotoxic; 360,000 tested, 2% active; AID 686971, 2013;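 further: potency means the concentration at half of the fitted maximal effect; 0% = DMSO wells and -100% = cell-free medium wells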
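% activity derives from luminescence (CellTiter-Glo), normalised to DMSO and no-cell wells. HT-1080-IDH1KD cells, 750/well, had 48 h compound exposure at 37 °C.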
IL-1B inflam inh – qHTS for Inhibitors of Inflammasome Signaling: IL-1-beta AlphaLISA Primary Screen; activity change, % at 57.5 µM; THP-1 LPS/ATP IL-1B secretion, AlphaLISA, 16 h; hits give low values; AID 743279, 2014; 360,000 tested, 4.7% active; in the data active means activity change below about -50%; inconclusive means mostly about -30% to -49%; further: on the % scale 0 is the no-effect control and ±100 the full control effect
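THP-1 cells pretreated 1 hr with compounds (up to 57.5 uM final), then stimulated with LPS (250 ng/mL final) plus ATP (1.25 mM final); secreted IL-1B measured by AlphaLISA after 16 hr, decreased signal indicating inhibition.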
* hit, by the source's call; i = inactive; ? = inconclusive; / = not tested or not shown; & = joins results of further samples; [ ] = remark or other dose. Unless noted, the call rests on the fitted dose curve; in most records, active means well fitted curve in the direction sought with a large enough effect; inconclusive means small, poorly fitted or top-dose-only effect, or another doubt; inactive means no such curve, though single readings can be large; an effect the other way counts as inactive or inconclusive.

SMILES	HEK293 tox	KB-V1 cytotox	SW480 rereplic	DRD3 agonist	HT1080-NT tox	MCF10A rerep	KB-3-1 tox	HT1080 IDH1KD tx	IL-1B inflam inh
O=C(c1ccc(Cl)nc1)c1cccs1	22%	2%	-10%	1	13%	-2%	4%	21%	10
COc1ccccc1CC(=O)NCc1nn(-c2ccccc2)nc1C	4%	-26%	0%	0	5%	8%	-2%	10%	0
Cc1ccc(N(C)C(=O)C2CCCN2S(=O)(=O)c2ccc3c(c2)n(C)c(=O)c(=O)n3C)cc1 (stereo not given)	-14%	?	5%	0	-1%	14%	15%	-5%	-16
COc1ccc(OCc2ccc(-c3nc(C#N)c(N4CCN(c5cccc(Cl)c5)CC4)o3)o2)cc1	2%	15%	/	-8	/	/	-13%	/	/
Cc1ccccc1N(C(=O)Cn1nnc(-c2ccc(F)cc2)n1)C(C(=O)NC(C)(C)C)c1ccncc1 (stereo not given)	6%	-8%	?	-9	-1%	-1%	?	-10%	-57*
Cc1nc(N2CCCC2)ncc1C(=O)Nc1ccc(F)cc1F	-3%	6%	/	4	/	/	4%	/	/
Cc1cccc(CN2CCN([C@H]3CS(=O)(=O)N[C@@H]3COCc3ccccc3)CC2)c1	4%	0%	/	-6	-2%	/	?	-17%	14
CC(C)C[C@H]1CNC(=S)N1C[C@H]1CCCN1C[C@H](CC(C)C)N1C[C@H](Cc2ccc(O)cc2)N(CC2CCCCC2)C1=S	?	16µM*	/	5	18µM*	/	?	21µM*	-62*
CC(=O)Nc1cccc(NC(=O)CSc2nnc3ccc(-c4ccncc4)nn23)c1	12%	-6%	-4%	-4	-4%	1%	12%	-2%	-4
CC(C)(C)c1ccc(CNc2ccc([N+](=O)[O-])cn2)cc1	16%	0%	-5%	-3	-16%	?	-14%	-17%	-15
CC(C)(C)c1ccc(OCC(O)CN2CCc3ccccc3C2)cc1 (stereo not given)	?	-10%	2%	-21	?	6%	0%	?	0
COc1ccccc1CNC(=O)CCCc1ccccc1	3%	-24%	0%	-2	16%	10%	2%	18%	-11
COC(=O)c1ccc(NC(=O)C2CCN(C(=O)Nc3ccccc3)CC2)cc1	2%	0%	-8%	-2	4%	8%	-1%	0%	51
COc1ccc(CN(C(=O)c2oc3ccc(F)cc3c2C)C2CCS(=O)(=O)C2)cc1 (stereo not given)	-11%	?	-12%	-1	0%	25%	20%	-13%	i
COc1ccc(-c2cn3ccsc3n2)cc1	11%	-15%	-7%	-1	-11%	8%	-7%	-13%	4

The final 3 records of the section before lead into the next:
SMILES	HEK293 tox	KB-V1 cytotox	SW480 rereplic	DRD3 agonist	HT1080-NT tox	MCF10A rerep	KB-3-1 tox	HT1080 IDH1KD tx	IL-1B inflam inh
COC(=O)c1ccc(NC(=O)C2CCN(C(=O)Nc3ccccc3)CC2)cc1	2%	0%	-8%	-2	4%	8%	-1%	0%	51
COc1ccc(CN(C(=O)c2oc3ccc(F)cc3c2C)C2CCS(=O)(=O)C2)cc1 (stereo not given)	-11%	?	-12%	-1	0%	25%	20%	-13%	i
COc1ccc(-c2cn3ccsc3n2)cc1	11%	-15%	-7%	-1	-11%	8%	-7%	-13%	4
CC(C)CNC(=O)C(=O)NCC(c1ccc2c(c1)OCO2)N1CCOCC1 (stereo not given)	-3%	8%	-38%[inhibitor]	-4	1%	4%	15%	5%	9
O=c1cc(CN2CCCc3ccccc32)nc2sccn12	13%	0%	21%	3	-8%	-3%	11%	1%	18
CCOC(=O)N1CCC(NCCNC(=O)c2ccccc2)CC1	-3%&12%	-25%&-25%	-4%&2%	-2&-13	4%&-1%	0%&-3%	1%&-18%	9%&0%	16&18
CCOC(=O)C1(Cc2cccc(Cl)c2)CCCN(C(=O)c2ccco2)C1 (stereo not given)	-6%	-24%	29%	-3	0%	?	-2%	-3%	9
O=C(NCc1cccc2ccccc12)c1cccs1	12%	-3%	1%	-11	1%	-17%	-19%	-10%	24
O=C(O)C1C2CCC(C2)C1C(=O)Nc1nc2ccccc2s1 (stereo not given)	5%	16%	-7%	-4	13%	-1%	1%	7%	25
OCC[C@@H]1C[C@H](O)[C@@H](O)[C@@]2(OCc3ccccc32)O1	1%	1%	3%	20	6%	-3%	8%	11%	16
COc1ccc(/C=C2\SC(=NCc3ccccc3)N(Cc3ccccc3)C2=O)cc1OC	85%[activator]	-28%	-11%	-4	7%	-5%	-2%	-6%	-24
c1ccc(Cn2c(-c3cncs3)nc3ccccc32)cc1	6%	0%	4%	-15	2%	20%	-2%	0%	5
O=C(NCC1CCCN(Cc2cccc(C(F)(F)F)c2)C1)c1ccc(F)cc1 (stereo not given)	-1%	-25%	?	-21	-1%	6%	0%	3%	-24
CCOc1ccc(C(=O)CSc2nnc(N)s2)cc1	15%	-8%	-1%	-2	-3%	-7%	-4%	-9%	-6
Cc1ccc(OCCCC(=O)Nc2ccc(S(=O)(=O)Nc3cc(C)on3)cc2)cc1	7%	3%	-4%	4	1%	5%	18%	14%	12
Cc1ccc(NC(=S)c2nc3ccccc3s2)cc1	?	0%	1%	0	-1%	-2%	0%	-2%	0
C/C(=N\NS(=O)(=O)c1ccc([N+](=O)[O-])cc1)c1c[nH]c2ccccc12	1%	1%	?	0	-5%	9%	5%	-1%	37
CCOc1cc2[nH]c(=S)n(C(C)C)c(=O)c2cc1OCC	-4%	?	1%	3	-11%	14%	0%	-11%	42
CCC1=NC(c2ccc(OC)cc2)N(O)C1(C)C (stereo not given)	5%	26%	1%	5	4%	0%	0%	4%	12
COc1cccc(CN2CC(O)=C(c3nc(-c4ccc(Cl)cc4)cs3)C2=N)c1	-9%	26%	3%	5	6%	29%	8%	14%	53
O=C(CN1CCN(S(=O)(=O)c2ccc(Br)cc2)CC1)Nc1ccc2c(c1)OCCO2	-11%	-8%	1%	6	0%	1%	1%	2%	8
CCOc1ccccc1/C=C/c1cc(C(=O)O)c2ccccc2n1	0%	13%	4%	-8	8%	?	3%	25%	-4
COC(=O)[C@]12CCCCC=C1N(Cc1cccc3ccccc13)C(=O)[C@H](CC(=O)NCc1ccccc1)C2	-10%	?	/	-12	?	/	?	?	?
COc1ccc(OC)c(NC2=NC3(CCCC3)N=C(N)N2)c1	?	19%	1%	-5	-18%	14%	?	-28%	16
CC(=O)N1c2ccc(S(=O)(=O)N3CCCCC3)cc2CC1C (stereo not given)	-8%	-7%	-4%	0	-3%	19%	-11%	0%	-7
c1ccc(CN2CCN(CCOCCOc3ccc4c(c3)CCC4)CC2)cc1	-4%[7.66 µM]	?	?	-15	16µM*	?	?	?	-60*
CCOC(=O)c1c(-c2ccccc2)csc1NC(=O)/C(C#N)=C/c1ccc(OC)c(OC)c1	11%	19%	2%	-5	12%	?	12%	15%	-4
O=C(c1cccc(F)c1)N1CCC(O)(c2cccnc2)CC1	-15%	?	-1%	2	0%	3%	9%	5%	-6
CCCCCCCC(=O)N/N=C(\C)c1ccc(O)cc1O	?	0%	10%	-3	?	8%	?	?	31
O=C1CN(C(=O)c2ccc(S(=O)(=O)N3CCCC3)cc2)C(c2ccccc2)c2cc(Cl)ccc2N1 (stereo not given)	3%	2%	/	-13	/	/	-17%	/	/
CCCCc1nc2cc(C(=O)N(C)CCc3cn[nH]c3)ccc2o1	1%	-19%	-5%	-1	-6%	-11%	-8%	-34%	11
CC(=O)Oc1ccc(-c2ccc(C(=O)O)cc2)cc1	3%	15%	-1%	2	0%	2%	-1%	15%	19
CCN(CC(=O)NCc1ccc(F)cc1)c1ccc(S(C)(=O)=O)cc1[N+](=O)[O-]	11%	-11%	-1%	-6	-3%	8%	?	16%	20
CCC(C)c1ccccc1NC(=O)COC(=O)c1ccc2c(c1)S(=O)(=O)c1ccccc1C2=O (stereo not given)	10%	1%	-3%	11	7%	0%	1%	-1%	11
CN(Cc1cnn(C)c1)Cc1nc(COc2ccccc2)no1	-26%	2%	-126%[inhibitor]	6	-22%	?	-4%	5%	27
O=C(Oc1ccc(NC2=C(Cl)C(=O)c3ccccc3C2=O)cc1)c1ccc([N+](=O)[O-])cc1	4%	29%	-16%	-2	-14%	-2%	-6%	-8%	3
Cc1nc(/N=C(\N)N(C)C)[nH]c(=O)c1C	0%	10%	-3%	0	16%	-1%	2%	2%	-17
CC(=O)Nc1ccccc1N(C)S(=O)(=O)c1ccc(C)cc1	?	?	?	3	-23%	?	?	?	24
CCc1ccccc1NC(=O)CN1CCN(C(=O)CNC(=O)c2ccc(-c3ccccc3)cc2)CC1	-24%	?	62%	12	-6%[9.24 µM]	5.8µM*	-11%	?	-3
CC(C)c1ccc(N2C(=O)CC(NNC(=O)c3cccnc3)C2=O)cc1 (stereo not given)	5%	14%	-3%	6	1%	4%	3%	9%	28
Cc1ccc(NC(=O)/C(=C\c2ccco2)NC(=O)c2ccco2)cc1	6%	-22%	?	-3	-6%	3%	-4%	-1%	-11
CCOCCc1nn2c(=O)cc(COC(=O)CNC(=O)c3cccc(C)c3)nc2s1	6%	2%	/	0	/	/	14%	/	/
CC(CCOS(N)(=O)=O)c1ccccc1 (stereo not given)	2%	-8%	-4%	-30	-3%	-15%	-6%	-3%	12
